# HCV inh = blocks hepatitis C virus; Huh7.5.1 HCVcc-Cre infection, luciferase reporter, 44 h; Potency, µM (series often up to 41.8 µM), for the others: at the highest dose activity change, negative = inhibition, usual class: inhibitors; hit rate 3.4% among 340,000; AID 651820; also: potency is read from the fitted curve at half-maximal effect; % is scaled to controls: 0 for no effect and ±100 for the full control effect
#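 After 44 h co-culture of compound, cells and HCVcc-Cre (~0.5 moi), substrate is added for 15 min at room temperature and luciferase measured over 15 sec. Cells were seeded at 1,000/well and pre-cultured 4 h.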
# TbPYK inhibitor = blocks Trypanosoma brucei pyruvate kinase; Q57TT1; TbPYK enzyme, Kinase-Glo Plus ATP luminescence, 45 min; Potency, µM (titrated, usually from 76.8 µM), for inactives: at the top dose activity, negative = inhibition, usual class: inhibitors; hit rate 0.12% among 410,000; AID 624173; also: potency is read from the fitted curve at half-maximal effect; % is scaled to controls: 0 for no effect and ±100 for the full control effect; nearly all actives have a fitted effect of over 50% in size
#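 Activity of T. brucei pyruvate kinase was followed by Kinase-Glo Plus luminescence after the enzyme reacted 45 min at room temperature with 130 uM ADP (final) and substrate. Test compounds were added before ADP at multiple concentrations.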
# Cycloheximide cs = counter-screen for Shiga toxin inhibitors: cycloheximide protein synthesis inhibition; AID 2314; max response, %; hit rate 12% among 300,000; cell reporter, cycloheximide protein synthesis inhibition counterscreen; in the data active = max response mostly above about 13%, no sharp cut-off; inactive = mostly below about 14%; also: read at 38.3 µM for the half of the compounds with a filed dose; 0% is about no effect
# Pf growth 96h = P. falciparum growth inhibition at 96 hours; Potency, µM (series often up to 28.7 µM), for inactives: top-dose activity change, negative = inhibition, hits mostly inhibitors; hit rate 6.9% among 320,000; P. falciparum luciferase reporter growth, 96 h; AID 504834; also: potency is read from the fitted curve at half-maximal effect; % is scaled to controls: 0 for no effect and ±100 for the full control effect
#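 P. falciparum expressing integrated firefly luciferase grown in erythrocytes (2% hematocrit, 0.05% parasitemia final) with compounds for 96 hours at 37 C, 5% CO2. Growth inhibition read as loss of luminescence after adding luciferase detection reagent.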
# Pf growth 48h = inhibits P. falciparum growth in the first generation, 48 h. P. falciparum luciferase growth in erythrocytes, 48 h. Potency, µM (series often up to 28.7 µM), inactives show top-dose activity change, negative = inhibition, actives largely listed as inhibitors. hit rate 5.9% among 310,000; also: potency is read from the fitted curve at half-maximal effect; % is scaled to controls: 0 for no effect and ±100 for the full control effect
#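 Read-out is firefly luciferase luminescence from an integrated reporter in P. falciparum, so falling signal marks reduced parasite growth. Infected erythrocytes were at 2% hematocrit and 0.1% parasitemia (final) in Albumax-supplemented RPMI 1640.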
# Shiga inhibitor = Shiga toxin inhibition. Vero cells, Shiga toxin protein synthesis inhibition reporter. inhibition, % at 38.7 µM. hit rate 9.2% among 290,000. AID 2315; in the data active = inhibition mostly above about 28%, no sharp cut-off; inactive = mostly below about 43%; also: 0% is about no effect
# LmPK inh = blocks Leishmania mexicana pyruvate kinase activity. Q27686. purified LmPK, Kinase-Glo ATP luminescence, 1 h. Potency, µM (highest dose often 57.5 µM), for inactives: top-dose activity change, negative = inhibition, actives largely listed as inhibitors. hit rate 0.37% among 290,000. AID 1721; also: potency is read from the fitted curve at half-maximal effect; % is scaled to controls: 0 for no effect and ±100 for the full control effect
# Target sequence (Q27686 whole entry, looked up): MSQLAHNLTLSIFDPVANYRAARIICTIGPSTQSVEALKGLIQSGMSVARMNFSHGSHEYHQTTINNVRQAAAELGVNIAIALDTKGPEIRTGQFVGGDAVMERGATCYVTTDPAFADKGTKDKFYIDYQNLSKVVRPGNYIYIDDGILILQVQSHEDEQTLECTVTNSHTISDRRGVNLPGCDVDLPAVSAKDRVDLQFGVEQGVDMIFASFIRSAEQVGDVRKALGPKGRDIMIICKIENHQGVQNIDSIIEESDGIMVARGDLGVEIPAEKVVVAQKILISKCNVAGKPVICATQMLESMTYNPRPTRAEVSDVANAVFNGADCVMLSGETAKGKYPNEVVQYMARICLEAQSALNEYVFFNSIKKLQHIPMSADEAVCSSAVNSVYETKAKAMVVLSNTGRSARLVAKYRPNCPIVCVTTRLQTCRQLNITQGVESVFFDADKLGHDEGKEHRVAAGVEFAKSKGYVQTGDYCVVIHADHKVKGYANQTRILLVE
#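 ATP generated from ADP (0.1 mM) and PEP (0.5 mM) by 0.1 nM LmPK over 1 h at room temperature (pH 7.2 imidazole buffer) was detected by coupled luciferase luminescence. Values were normalized to uninhibited and no-enzyme wells.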
# Active calls of the source: *; ? = inconclusive; · = not tested or not shown; & = joins results of further samples; [ ] = another dose, or the depositor's remark. Unless noted, calls follow the shape of the dose curve; as a rule, active = well fitted curve in the direction sought with a large enough effect; inconclusive = small, poorly fitted or top-dose-only effect, or another doubt; inactive = no such curve, though single readings can be large; an effect the other way counts as inactive or inconclusive.
SMILES,HCV inh,TbPYK inhibitor,Cycloheximide cs,Pf growth 96h,Pf growth 48h,Shiga inhibitor,LmPK inh
Cc1cc(C)c(OCC(=O)OCC(=O)N(C)C2CCS(=O)(=O)C2)c(C)c1 (stereo unspecified),6.8%,1.3%,·,18.9%,16.8%,·,·
Cc1sc2nc(C(C)Sc3nnc(C)n3-c3ccccc3)[nH]c(=O)c2c1C (stereo unspecified),7.8%,·,-2.8,·,-23.1%,3.4,-4.0%
Cc1ccc(-c2[nH]nc3c2C(C)C(C#N)=C(N)O3)cc1 (stereo unspecified),-0.6%,-4.1%,-3.8,?,-7.6%,1.9,-0.2%
COc1ccc(NC(=O)c2cc(S(=O)(=O)N3CCCC3)c[nH]2)cc1,11.6%,-8.5%,0.6,?,-12.7%,-1.4,-5.4%
O=C(COC(=O)C1=NNC(=O)CC1)NCCc1ccccc1,?,-2.6%,·,19.4%,1.1%,·,·
COc1ccc(NS(=O)(=O)c2cccc3cccnc23)cc1,8.0%,-7.7%,-1.1,?,-7.7%,-9.3,4.1%
C=C(C)Cn1c(CCNC(=O)CCC)nc2ccccc21,-0.9%,2.9%,-3.6,?,6.4%,-9.1,-1.8%
CCCN(Cc1nnc(-c2cccs2)o1)C(=O)CN1C(=O)NC2(CCCCC2C)C1=O (stereo unspecified),-5.9%,0.0%,·,?,-28.0%,·,·
Cc1ccc(C(=O)CN(CCCC(N)=O)C(=O)c2ccncc2)cc1,11.1%,-4.5%,·,62.9%[activator],-21.5%,·,·
Cn1nnnc1SCC(=O)N1CCN(c2cccc(Cl)c2)CC1,4.0%,1.4%,1.4,·,-12.9%,-13.2,-10.6%
COc1ccc(C2=Nc3ccc(C)cc3C(c3ccccc3)N2CC(=O)NN)cc1 (stereo unspecified),9.4%,-6.5%,11.3,1.85µM*,-10.8%,-1.4,-0.4%
COc1ccccc1OCc1ccc(C(=O)NN)o1,0.0%,0.6%,19.1*,0.0%,0.0%,42.0*,-2.4%
CN(C)CCCN(C(=O)c1ccc(Br)s1)c1nc2cc3c(cc2s1)OCCO3,?,2.7%,·,?,?,·,·
Cc1ccc2c(c1)CCCN2C(=O)c1ccc2c(c1)OCO2,-14.7%,2.8%,-3.0,·,?,-0.5,-3.7%
CC(C)(C)OC(=O)C(Cc1ccc(OC(C)(C)C)cc1)NC(=O)CNC(=O)CNC(=O)OCc1ccccc1 (stereo unspecified),-4.8%,0.1%,-2.3,?,-19.4%,-11.0,-1.9%
CCc1nnc(NC(=O)CCc2nc(C3=CCN(C)CC3)no2)s1,17.2%,-5.6%,1.1,-0.9%,?,-10.9,-4.1%
COc1ccc(/C=N/N=C2\SC(CC(=O)O)C(=O)N2c2ccccc2)cc1 (stereo unspecified),22.6%,-3.3%,1.2,1.65µM*,9.8%,6.2,1.0%
Cc1nc2nc3c(cn2n1)C(=O)CC(C)(C)C3,10.0%,-2.0%,-1.6,10.9%,9.9%,10.5,-2.9%
CC(C)C(NS(=O)(=O)c1cccc2nsnc12)C(=O)Nc1nccs1 (stereo unspecified),-0.9%,-0.2%,-0.3,3.7%,-3.4%,-12.9,0.1%
COc1ccc(-c2nnc(N)s2)cc1,-8.5%,-5.5%,37.4*,·,57.0%[activator],39.5,-6.6%
COCCN(C(=O)Nc1ccccc1OC)c1nc2ccccc2s1,?,3.5%,26.3*,15.2%,-8.5%,29.5*,5.1%
Cc1cc(C(=O)Nc2ccccc2C(=O)O)oc1C,1.7%,-0.3%,11.1,55.8%[activator],44.2%[activator],3.8,-7.6%
CCN1C(=O)C(CC(=O)NCCc2ccccc2)N(NC(=O)c2cccnc2)C1=S (stereo unspecified),-2.1%,1.7%,-3.7,2.2%,-3.6%,9.5,0.6%
Cc1ccc(NC2=C(Cl)C(=O)c3ccccc3C2=O)cc1,7.08µM*,-5.7%,24.8*,216.3%[activator],78.7%[activator],70.2*,-10.6%
CC(NC(=O)CN1c2cccc3cccc(c23)S1(=O)=O)c1ccc(S(N)(=O)=O)cc1 (stereo unspecified),7.1%,2.4%,·,-9.7%,-4.4%,·,·
O=C(NCCc1ccc(Cl)cc1)c1ccc2[nH]c(=O)c(=O)[nH]c2c1,7.3%,2.2%,11.7,25.8%,13.7%,24.8,-0.8%
CCN(CC(=O)Nc1ccc(OC)cc1)CC(=O)N1CC(=O)Nc2ccccc21,0.7%,0.0%,·,?,?,·,·
CCC(C)(Oc1ccc(C2(c3ccc(OC(C)(CC)C(=O)O)cc3)CCCCC2)cc1)C(=O)O (stereo unspecified),·,-5.1%,·,?,0.8%,·,·
O=C(c1cnn(-c2ccccc2)c1-n1cccc1)N1CCN(C2CCCCC2)CC1,13.3%,-4.2%,-2.4,140.5%[activator],-11.1%,-9.8,7.5%
Cc1cc(NC(=O)NCc2ccccc2)c(=O)n(Cc2ccc(F)cc2)c1,-21.2%,0.2%,-2.9,-17.9%,?,15.0,0.3%
COc1ccc(-n2c(Cc3cccn3C)nnc2SCC(=O)Nc2ccccc2OC)cc1,0.1%&-6.7%,-0.5%,-1.3,?,13.1µM*,-8.4,2.0%
Cn1c(SCC(=O)Nc2ccc3nc(SCC(=O)N4CCCC4)sc3c2)nnc1-c1ccc(N)cc1,?,-11.2%,-1.8,1.31µM*,·,-5.3,7.5%
CCOC(=O)CN(Cc1sccc1C)C(=O)Nc1ccc(OC)cc1OC,36.3%[activator],-0.8%,-1.4,0.0%,-0.2%,4.0,1.8%
Cc1ccc(C)c2[nH]c(=O)c(C(c3nnnn3CCc3ccccc3)N3CCOCC3)cc12 (stereo unspecified),10.3%,4.4%,-5.7,45.6%[activator],?,-6.4,0.2%
O=C(CCCn1c(SCC(=O)c2ccccc2)nc2ccccc2c1=O)NCC1CCCO1 (stereo unspecified),5.4%,-2.8%,-2.3,?,?,-7.8,4.3%
COc1ccc(CCN(C)C(=O)c2ccc(S(=O)(=O)NCc3ccco3)cc2)cc1OC,5.5%,-0.9%,54.7*,-1.1%,-5.9%,80.7*,0.2%
CCn1c(=O)cc(N2CCCCC2)[nH]c1=O,36.1%[activator],0.0%,1.2,13.3%,?,-12.9,9.6%
Cc1cc(C)nc(NC(=O)/C=C/c2cccs2)c1,?,-9.2%,19.5,199.3%[activator],117.1%[activator],108.4,-10.3%
C/C(=N\Nc1ccccc1)c1c(O)[nH]c(=O)[nH]c1=O,-11.0%,-5.4%,7.9,7.1%,-21.0%,10.0,0.6%
O=C1[C@H]2[C@@H](c3ccc(Cl)cc3)N3C(=O)N(c4cccc(Cl)c4)C(=O)[C@@]3(Cc3ccccc3)[C@H]2C(=O)N1C1CCCCC1,8.6%,-6.4%,·,5.86µM*,2.08µM*,·,·
CCOc1ccc(CCNC(=O)c2ccc3nc(CC)c(CC)nc3c2)cc1,?,1.5%&2.0%,-0.3,13.1µM*,-11.6%,15.0,-5.3%
CCOC(=O)CON1C(=O)C(=O)N(OCC(=O)OCC)[C@H]2CCCC[C@H]21,13.1%,-4.0%,0.4,29.1%,0.9%,-7.3,-2.3%
Cc1ccc2oc(Nc3nc(C)c(C)c(C)n3)nc2c1,12.6%,0.0%,36.7*,112.1%[activator],187.0%[activator],88.2*,1.9%
COc1cc(NC(=O)CN2CC(c3ccccc3)CC2=O)cc(OC)c1 (stereo unspecified),13.2%,-8.2%,-1.7,45.0%[activator],-3.4%,7.9,2.4%
CCN(CC)C(CNC(=O)CSc1nnnn1-c1ccc(C)c(C)c1)c1ccco1 (stereo unspecified),-7.6%,1.2%,·,?,?,·,·

# Single records (already shown).
# Cc1cc(C)nc(NC(=O)/C=C/c2cccs2)c1 as listed: HCV inh: ?; TbPYK inhibitor: -9.2%; Cycloheximide cs: 19.5; Pf growth 96h: 199.3%[activator]; Pf growth 48h: 117.1%[activator]; Shiga inhibitor: 108.4; LmPK inh: -10.3%
# COc1ccc(CCN(C)C(=O)c2ccc(S(=O)(=O)NCc3ccco3)cc2)cc1OC as listed: HCV inh: 5.5%; TbPYK inhibitor: -0.9%; Cycloheximide cs: 54.7*; Pf growth 96h: -1.1%; Pf growth 48h: -5.9%; Shiga inhibitor: 80.7*; LmPK inh: 0.2%
# CC(NC(=O)CN1c2cccc3cccc(c23)S1(=O)=O)c1ccc(S(N)(=O)=O)cc1 (stereo unspecified) as listed: HCV inh: 7.1%; TbPYK inhibitor: 2.4%; Cycloheximide cs: ·; Pf growth 96h: -9.7%; Pf growth 48h: -4.4%; Shiga inhibitor: ·; LmPK inh: ·

# Following part:
SMILES,HCV inh,TbPYK inhibitor,Cycloheximide cs,Pf growth 96h,Pf growth 48h,Shiga inhibitor,LmPK inh
CCOc1cc(CN2CCC(n3nccc3NC(=O)C3CC3)CC2)ccc1O,9.1%,7.8%,1.7,2.8%,14.5%,-3.0,-5.0%
Cc1cccc(OCC(=O)Nc2ccc(S(=O)(=O)Nc3onc(C)c3C)cc2)c1C,-1.3%,-6.1%&-20.0%,6.5,?,0.0%,-2.7,-0.6%
CCn1c2ccccc2c2cc(NC(=O)COC(=O)c3cc(Cl)c(N)cc3OC)ccc21,?,0.7%,-1.8,34.6%[activator],-24.9%,16.4,3.7%
Cc1cc(=O)[nH]c(=O)n1Cc1ccccc1,6.8%,-10.5%,3.5,11.8%,-5.9%,13.7,-1.3%[11.5 µM]
COc1ccc(CCNC(=O)CN2C(=O)CSc3ccc(S(=O)(=O)N4CCOCC4)cc32)cc1OC,8.4%,-11.3%,0.5,30.5%[activator],-12.1%,11.3,1.7%
CCOc1ccc(NS(=O)(=O)c2ccc(C(=O)NCC(c3ccccc3OC)N3CCCC3)cc2)cc1 (stereo unspecified),?,0.8%,·,14.7µM*,10.4µM*,·,·
CCOc1ccc(N2CC(=O)N(c3ccc(OCC)cc3)CC2=O)cc1,3.7%,-1.5%,-2.1,0.0%,30.5%[activator],-19.2,-1.5%
CCN(CC)C(=O)C(=O)c1cn(CC(=O)N2CCc3ccccc3C2)c2ccccc12,-1.7%,-2.2%,5.9,1.1%,?,6.0,2.2%
CC1Cc2cc(S(=O)(=O)N3CCN(C)CC3)ccc2N1C(=O)C1CC1 (stereo unspecified),12.5%,2.4%,14.4,5.86µM*,?,9.2,4.5%
CSc1ccc(Cl)c(C(=O)NCCOc2ccccc2)c1,-6.7%,2.9%,26.1*,?,21.9%,34.3,1.6%
CC(C)CN1C=C2C(=O)C(C)(OC(=O)CCc3ccccc3)C(=O)C=C2C=C1c1ccc(C#N)cc1 (stereo unspecified),18.1%,-3.3%,-4.7,?,?,11.3,-4.0%[11.5 µM]
FC(F)(F)c1nnc2ccc(N3CCOCC3)nn12,-13.5%,0.2%,-0.8,·,20.9%,33.5,0.0%
Cc1cc(C(=O)N/N=C/c2ccc([N+](=O)[O-])o2)c(C)o1,?,-1.5%,1.3,3.29µM*,3.7µM*,-2.2,4.1%
Cc1ccccc1C(=O)N(CC(=O)Nc1sc(C)c(C)c1C(N)=O)C1CCCC1,-0.4%,-6.0%,5.3,23.2%,-18.1%,-3.4,6.6%

# Screens from PubChem BioAssay.
